PPARg SRC3 recr: promotes SRC-3 coactivator recruitment by human PPARgamma; P37231; biochemical PPARgamma/SRC-3 coactivator recruitment assay; activation, % at 8 µM; 0.26% of 200,000 active; AID 731; in the data active means activation above about 23%;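 further: 0% = DMSO and 100% = reference agonist; some compounds past the cut are filed as inactive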
Target sequence (P37231 whole entry, looked up): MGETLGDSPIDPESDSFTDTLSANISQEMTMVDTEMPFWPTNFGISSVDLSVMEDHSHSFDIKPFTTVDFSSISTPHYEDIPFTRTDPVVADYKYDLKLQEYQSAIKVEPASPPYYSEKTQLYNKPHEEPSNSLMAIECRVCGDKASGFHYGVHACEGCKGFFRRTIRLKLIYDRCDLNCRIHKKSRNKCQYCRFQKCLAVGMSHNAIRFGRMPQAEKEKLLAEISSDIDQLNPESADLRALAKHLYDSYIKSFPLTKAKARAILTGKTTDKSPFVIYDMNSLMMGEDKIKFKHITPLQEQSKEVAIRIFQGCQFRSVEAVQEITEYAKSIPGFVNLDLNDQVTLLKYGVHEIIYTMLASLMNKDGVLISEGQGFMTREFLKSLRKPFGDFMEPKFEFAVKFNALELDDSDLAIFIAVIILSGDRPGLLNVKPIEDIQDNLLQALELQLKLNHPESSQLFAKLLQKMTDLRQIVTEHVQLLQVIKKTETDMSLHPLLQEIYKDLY
TNAP inh hiacc: inhibitors of human TNAP at high phosphate acceptor concentration. 0.03% of 200,000 active. purified TNAP, CDP-star luminescence, 1 M DEA. inhibition, % at 20 µM;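 active means over 50% inhibition of tissue-nonspecific alkaline phosphatase at 20 µM in the single-dose screen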;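 further: plate controls were DMSO wells for no effect and EDTA-quenched wells as full inhibition for full effect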
TNAP act hi DEA: activators of human TNAP at high phosphate acceptor concentration | 200,000 tested, under 10 active | purified TNAP, CDP-star luminescence, 1 M DEA, 30 min; stronger effect = higher value; 0 = EDTA background, 1 = DMSO-only activity | AID 1136 | activation factor at 20 µM | P05186;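 active means activation factor at least 2 at 20 µM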
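Measured by: Luminescent substrate turnover signal | Test system: Human TNAP | Input: TNAP 1/800 final | Dosing: 20 µM single point | Schedule: 30 min, room temperature | Controls: EDTA wells as negative control, DMSO wells as positive control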
TR-FRET SRC-2 ct: flags TR-FRET format artefacts in PPARgamma SRC-2 recruitment agonist screen. TR-FRET artefact counter-screen; stronger effect = higher value. 0.4% of 200,000 active. TR-FRET ratio at 8 µM; in the data active means TR-FRET ratio above about 2000; further: inactives centre near 1500
TNAP inh noacc: blocks human TNAP activity with no phosphate acceptor present; purified TNAP, CDP-star luminescence, 30 min; P05186; 0.26% of 200,000 active; inhibition, % at 20 µM;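 active means tissue-nonspecific alkaline phosphatase inhibition above about 50% at 20 µM in the single-dose screen, limit read from the data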;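 further: 0% = DMSO negative control and 100% = EDTA positive control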
bIAP act: increases bovine intestinal alkaline phosphatase activity | purified bovine IAP, CDP-star luminescence, 30 min; stronger effect = higher value; fold of DMSO-control signal, blank-subtracted | activation factor at 20 µM | 0.17% of 200,000 active | AID 1016;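 active means activation factor of 2 or more at 20 µM, a signal rise over negative controls twice the positive control's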
bIAP inhibitor: blocks bovine intestinal alkaline phosphatase activity. inhibition, % at 20 µM. purified bovine IAP, CDP-star luminescence, 30 min. 190,000 tested, under 10 active;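 active means over 50% inhibition of intestinal alkaline phosphatase at 20 µM in the single-dose screen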
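test system = bovine IAP enzyme | medium = DEA buffer 100 mM, pH 9.8, with MgCl2 1.0 mM, ZnCl2 0.02 mM | detection = luminescence | dosing = single compound dose of 20 µM, 2% DMSO final | incubation = 30 min reaction at room temperature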
PPARg SRC1 recr: PPARgamma-driven SRC-1 recruitment agonism | P37231 | PPARgamma-SRC-1 coactivator recruitment biochemical assay | activation, % at 8 µM | 0.41% of 200,000 active; in the data active means activation above about 19%;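 further: 0% = DMSO and 100% = reference agonist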
PPARg SRC2 recr: promotes SRC-2 coactivator recruitment by human PPARgamma; PPARgamma LBD-SRC-2 recruitment, biochemical; activation, % at 8 µM; AID 1032; P37231; 0.34% of 200,000 active; in the data active means activation above about 22%;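 further: 0% = vehicle and 100% = reference agonist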
HMGR II inh: E. faecalis class II HMG-CoA reductase inhibition. 0.41% of 190,000 active. purified E. faecalis HMGR, NADPH absorbance 340 nm kinetic. AID 1066. inhibition, % at 10 µM;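 active means inhibition above a set limit, the median over all tested compounds plus 3 SD, cut at about 9.5% in these data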;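 further: enzyme runs in reverse so mevalonate oxidation gives rising NADPH absorbance; 0% = complete reaction with DMSO and 100% = background rate lacking mevalonate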
Starred values were filed as active, the others as inactive.

Under each structure: PPARg SRC3 recr	TNAP inh hiacc	TNAP act hi DEA	TR-FRET SRC-2 ct	TNAP inh noacc	bIAP act	bIAP inhibitor	PPARg SRC1 recr	PPARg SRC2 recr	HMGR II inh
(1) CN(CC(=O)NCc1ccc(Cl)cc1)S(=O)(=O)c1cccc2nsnc12
  -2	-2	1	1428	-8	1	4	0	8	-6
(2) CCOC(=O)c1sc(/N=C/C2=C(O)CC(C)(C)CC2=O)c(C(=O)OCC)c1C
  3	-1	1	1893	-5	0.8	17	2	-4	-2
(3) CC(O)c1nc2ccc(Cc3ccc4nc(C(C)O)[nH]c4c3)cc2[nH]1 (stereo not given)
  -8	-4	1	1617	-2	1.3	-25	7	-2	-3
(4) C=CCc1c(C)nc(C)nc1N/N=C/c1ccccc1
  -1	-5	1.1	1428	-9	1.1	-10	1	6	-5
(5) CCOC(=O)N1CCN(C(=O)CCn2c(=S)[nH]c3ccsc3c2=O)CC1
  1	-2	1	1710	-6	1	5	5	5	-2
(6) CC(O)C1CCC2C3CC[C@H]4CC(O)CCC4(C)C3CC3(OCCO3)C12C (stereo not given in full)
  -5	-2	1	1612	-3	1.1	-11	6	-2	4
(7) Cc1ccc(NC(=O)C2C(=O)N(C)c3ccccc32)cc1 (stereo not given)
  1	-6	1.1	1304	-17	0.8	18	2	-4	-5
(8) CC(=O)N(C)C1=C(N2CCOCC2)C(=O)c2ccccc2C1=O
  -3	7	0.9	1572	12	0.7	28	0	10	0
(9) CN1CCN(/N=C/c2nc(-c3cccc([N+](=O)[O-])c3)n3ccccc23)CC1
  -2	2	1	1429	-11	1	1	-3	-5	-1
(10) O=C1NC2(CCOc3ccccc32)C(=O)N1CC(=O)N(Cc1ccccc1)C1CCS(=O)(=O)C1 (stereo not given)
  -9	2	1	1672	-2	1.1	-6	-4	13	-8
(11) O=C(c1ccc(Cn2c(=S)[nH]c3cc4c(cc3c2=O)OCO4)cc1)N1CCN(c2ncccn2)CC1
  4	-3	1	1653	-10	1.1	-9	-3	4	2
(12) Cc1ccccc1-n1nnnc1Sc1nnnn1-c1ccccc1
  11	-4	1	1629	-3	0.6	38	5	16	-4
(13) Cc1nc2c(c(-c3ccccc3)c1C#N)C(=O)c1ccccc1-2
  2	1	1	1443	-3	1	3	-1	4	-3
(14) CCCCN(C(=O)CN1C(=O)C2CC=CCC2C1=O)c1c(N)n(CCC)c(=O)[nH]c1=O (stereo not given)
  -7	-1	1	1535	-2	0.9	5	2	-7	-3
(15) CCOc1ccccc1Nc1nnc(SCc2ccc(C(=O)OC)o2)s1
  3	-9	1.1	1483	-16	0.9	8	7	11	-4
(16) Cc1ccc(CN2CCN(CCCc3ccccc3)CC2CCO)cc1 (stereo not given)
  -3	-7	1.1	1495	1	1	1	0	-1	-3
(17) C/C(=N\NC(=O)c1cc(-c2cccnc2)nc2ccccc12)c1ccccc1O
  5	4	1	1450	-70	1.2	-16	3	8	0
(18) O=C(CCCc1nc2ccccc2s1)NCc1ccc(F)cc1
  0	0	1	1409	-6	1.5	-45	0	-4	-2
(19) COc1cc(C)c2c(c1C=O)Oc1c(c(C)c(O)c3c1C(O)OC3=O)OC2=O (stereo not given)
  4	21	0.8	1560	16	0.9	6	9	8	-4
(20) COc1ccccc1OCCCn1c(=O)oc2ccc(C)cc21
  -1	-7	1.1	1699	-13	0.9	10	8	2	-3
(21) CC(=O)Nc1cccc(Oc2cc(C#N)c(C#N)cc2N2CCOCC2)c1
  0	-3	1	1628	-10	0.9	6	-3	6	-2
(22) CCC(c1nc2ccccc2c(=O)n1-c1cccnc1)N1C(=O)c2ccccc2C1=O (stereo not given)
  9	0	1	1485	-10	1	3	1	7	1
(23) Cc1occc1-c1n[nH]c(=S)n1CC(C)C
  3	-3	1	1661	19	1	-1	0	5	-1
(24) C=C(C)CNC(=O)CCc1nnc(C2(c3ccc(Cl)cc3)CCC2)o1
  -7	-1	1	1453	-6	1.1	-9	5	-10	-9
(25) O=C(Nc1cccc(C(F)(F)F)c1)c1cc(-c2cccs2)on1
  1	-4	1	1408	-5	0.9	11	-3	3	4
(26) CCc1ccccc1NC1=CC(=O)CC(C)(C)C1
  4	-2	1	1700	-9	1.1	-12	12	-6	-1
(27) O=C(O)CCC(=O)Nc1ccc(Br)c(Cl)c1
  -4	-9	1.1	1622	-13	0.9	7	0	5	3
(28) O=C(NC1CCN(S(=O)(=O)c2ccccc2)CC1)C1CCCCC1
  3	-1	1	1663	-8	1	4	5	7	-5
(29) CCNc1nc(NC(C)CC)nc(ON=C(C)C)n1 (stereo not given)
  2	0	1	1721	-3	1.2	-22	1	19	-9
(30) CCOC(=O)C1=C(C)N(C)C(=S)NC1c1ccc(Cl)cc1Cl (stereo not given)
  -3	-2	1	1635	-15	0.9	10	-1	4	-8
(31) CCOc1ccc2ccccc2c1C(=O)N1CCN(c2ccccc2)CC1
  0	0	1	1382	-7	0.9	8	-5	0	3
(32) COc1ccc(CCNC(=O)C2CC(c3c(Cl)cccc3Cl)=NO2)cc1 (stereo not given)
  1	-7	1.1	1648	-1	0.9	14	2	-2	1
(33) COc1ccc2c(c1)O[C@H](c1ccc3c(c1)OCO3)[C@@H](OC(=O)N[C@H]1CCCc3ccccc31)C2=O
  4	4	1	1427	-6	1.5	-53	8	15	-5
(34) CN(C(=O)COC(=O)c1ccc[nH]c1=O)C1CCCCC1
  0	-6	1.1	1673	-25	1	3	13	6	3
(35) CC(=O)c1cccc(N2Cc3ccccc3C2=NC(=O)CCl)c1
  2	-5	1.1	1547	-2	1.1	-12	10	-2	2
(36) Cc1ccc(NC(=O)CSc2nc3[nH]ncc3c(=O)[nH]2)c(C)c1
  -1	1	1	1594	3	1.2	-16	12	8	1
(37) N#CC(c1ccccc1)N(CCCCl)C(=O)c1ccccc1 (stereo not given)
  -2	-9	1.1	1488	-4	1	2	-6	5	-2
(38) Cc1cccc(C(=O)Nc2nnc(COc3ccccc3)s2)c1
  5	-8	1.1	1611	-4	1	2	3	5	2
(39) COc1ccc2nc(NC(=O)C3CCCN(S(=O)(=O)c4cccs4)C3)sc2c1 (stereo not given)
  -4	-5	1	1546	-9	0.9	7	-4	0	5
(40) CC(C)NC(NC(=O)Cc1ccccc1)C(Cl)(Cl)Cl (stereo not given)
  6	-1	1	1528	-8	1	1	-1	2	0
(41) COc1ccc(-n2c(=O)[nH]cc(C(=O)Nc3ccc4c(c3)OCCO4)c2=O)cc1
  7	1	1	1524	0	0.9	5	6	-1	-8
(42) CC(C)(C)c1ccc(/C=C/C(=O)NC2=NCCS2)cc1
  2	-6	1.1	1345	1	1	3	-4	-1	-6
(43) O=C(CSc1cccc[n+]1[O-])NCCCc1ccccc1
  -5	-5	1.1	1251	-1	1.2	-17	-7	-1	-6
(44) Cc1ccc(NC(=S)N2CCC(O)CC2)c(C)c1
  1	-2	1	1272	-4	0.9	8	-12	1	-9
(45) Cc1ccc(C)c(OCc2nnc(SCC(=O)NCc3ccc4c(c3)OCO4)o2)c1
  -1	-2	1	1575	-12	1	2	-5	11	-1
(46) CSc1ccccc1NC(=O)N1CCCC(C(=O)c2ccc3c(c2)OCO3)C1 (stereo not given)
  0	-7	1.1	1447	-12	0.9	5	9	5	-3
(47) CCN1CCN(C(=O)Nc2ccc(OC)cc2OC)CC1
  3	-1	1	1763	-2	1.2	-16	-7	13	-3
(48) O=C(O)Cc1coc(-c2ccc(F)cc2)n1
  4	-3	1	1548	-20	0.9	14	1	8	-4
(49) COc1cccc(NC(=O)C(NC2CCCC2)c2ccccc2)c1 (stereo not given)
  -6	0	1	1437	4	1	5	6	-5	-1
(50) O=P(OC1CCCCC1)(OC1CCCCC1)C(O)c1c(Cl)cccc1Cl (stereo not given)
  -9	-6	1.1	1784	-12	0.8	15	4	2	-5
(51) Cc1nnc(NC(=O)C2CCN(c3cnccn3)CC2)s1
  4	-6	1.1	1498	-4	1	3	7	0	-1
(52) CCc1nnc(NS(=O)(=O)c2ccc(Nc3ccc([N+](=O)[O-])c4nonc34)cc2)s1
  1	46	0.5	1538	36	1	4	4	-8	-5
(53) C/C(=N\NC(=O)c1ccn(C)n1)c1cccc(NC(=O)c2ccc(C)s2)c1
  3	-6	1.1	1668	-7	1.1	-9	1	13	-1
(54) CCOc1cccc(OCCOc2ccc(C(=O)c3ccccc3)cc2)c1
  3	2	1	1468	-13	1	3	-1	1	0
(55) CCOc1ccc(-c2nc(S(=O)(=O)c3ccccc3)c(NCc3cccnc3)o2)cc1
  6	-4	1	1526	-5	0.9	5	4	4	0
(56) O=C(N/N=C/C=C\c1ccco1)c1cccnc1
  9	-7	1.1	1645	-16	1.1	-9	9	9	-3
(57) Cc1cc(NC(=O)CCN2C(=O)c3ccccc3C2=O)no1
  -6	-8	1.1	1533	-2	0.9	11	-1	8	-2

Some of the entries so far, with each value named.
53. C/C(=N\NC(=O)c1ccn(C)n1)c1cccc(NC(=O)c2ccc(C)s2)c1
  PPARg SRC3 recr: 3 | TNAP inh hiacc: -6 | TNAP act hi DEA: 1.1 | TR-FRET SRC-2 ct: 1668 | TNAP inh noacc: -7 | bIAP act: 1.1 | bIAP inhibitor: -9 | PPARg SRC1 recr: 1 | PPARg SRC2 recr: 13 | HMGR II inh: -1

56. O=C(N/N=C/C=C\c1ccco1)c1cccnc1
  PPARg SRC3 recr: 9 | TNAP inh hiacc: -7 | TNAP act hi DEA: 1.1 | TR-FRET SRC-2 ct: 1645 | TNAP inh noacc: -16 | bIAP act: 1.1 | bIAP inhibitor: -9 | PPARg SRC1 recr: 9 | PPARg SRC2 recr: 9 | HMGR II inh: -3

54. CCOc1cccc(OCCOc2ccc(C(=O)c3ccccc3)cc2)c1
  PPARg SRC3 recr: 3 | TNAP inh hiacc: 2 | TNAP act hi DEA: 1 | TR-FRET SRC-2 ct: 1468 | TNAP inh noacc: -13 | bIAP act: 1 | bIAP inhibitor: 3 | PPARg SRC1 recr: -1 | PPARg SRC2 recr: 1 | HMGR II inh: 0

From PubChem BioAssay
